TCR CD3 inh: inhibitors of human TCR-CD3 interaction, primary screen, biochemical, fluorescence, TAMRA-labeled TCR probe; 360,000 tested, 0.37% active; inhibition, % at 9.4 µM; AID 651800, 2012; in the data active = inhibition above about 19%;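 note: recombinant mutant TCR 2C K166C tagged with TAMRA read by polarization; 0% = receptor in buffer alone and 100% = receptor with positive control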
UHRF1 MBD2 ctr: UHRF1 methylated DNA binding inhibitors, primary screen, counter-screen for MBD2 inhibitor project, biochemical, TR-FRET, human UHRF1, single concentration; UHRF1 binding to methylated oligo; inhibition, % at 4.4 µM; 370,000 tested, 0.75% active; AID 687016, 2013; in the data active = inhibition above about 21%;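 note: UHRF1 SRA domain binding a hemimethylated CpG hairpin DNA probe; 0% = median of test compound wells and 100% = reference inhibitor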
MBD2 DNA inh: inhibitors of MBD2 binding to methylated DNA, primary screen, biochemical, TR-FRET, DNA-binding domain, human. MBD2 binding to methylated oligonucleotide. 370,000 tested, 0.31% active. Methyl-CpG-binding domain protein 2 (Homo sapiens), Q9UBB5. inhibition, % at 4.4 µM; in the data active = inhibition above about 13%
Target sequence (Q9UBB5 whole entry, looked up, the tested form may be a part): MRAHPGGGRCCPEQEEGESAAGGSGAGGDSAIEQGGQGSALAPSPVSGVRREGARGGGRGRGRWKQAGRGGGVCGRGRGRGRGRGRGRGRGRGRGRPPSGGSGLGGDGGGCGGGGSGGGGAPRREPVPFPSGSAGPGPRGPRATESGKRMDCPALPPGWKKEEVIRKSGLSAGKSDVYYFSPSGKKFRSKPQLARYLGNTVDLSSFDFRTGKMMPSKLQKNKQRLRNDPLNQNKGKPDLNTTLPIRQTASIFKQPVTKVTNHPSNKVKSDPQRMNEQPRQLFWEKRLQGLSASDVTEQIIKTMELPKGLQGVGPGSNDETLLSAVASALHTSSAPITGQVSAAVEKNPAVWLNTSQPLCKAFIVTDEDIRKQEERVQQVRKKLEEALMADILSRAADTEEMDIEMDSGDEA
GC-B act: human GC-B receptor activators, primary screen, HEK293 GC-B cells, cGMP TR-FRET, EC30 CNP; Atrial natriuretic peptide receptor 2 (Homo sapiens), P20594; 0% at EC30 CNP, 100% saturating CNP; activation, % at 10 µM; 370,000 tested, 0.11% active;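 active = activation at 10 µM reaching about 35% in either raw or pattern-adjusted values, limit read from the data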
rCAG RNA binder: binders of r(CAG) RNA repeats, primary screen, biochemical, fluorescence | 370,000 tested, 1.3% active | r(CAG) RNA repeat, TO-PRO-1 dye displacement fluorescence | inhibition, % at 3 µM | AID 651821, 2012;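 active = inhibition above the plate cutoff, the mean of all test compounds on that plate plus 3 SD, cut at about 35% in these data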;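 note: 0% = DMSO alone and 100% = 100 µM mitoxantrone as full dye displacement; higher means more dye released from RNA so lower well fluorescence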
PRMT1 inh: PRMT1 methyltransferase inhibitors, primary screen, biochemical, fluorescence polarization | Protein arginine N-methyltransferase 1 (Homo sapiens), Q99873 | recombinant PRMT1, activity-based probe fluorescence polarization | inhibition, % at 2.79 µM | 370,000 tested, 1.3% active;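 active = inhibition above about 21% made by adding two undisclosed values, limit read from the data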
Target sequence (Q99873 whole entry, looked up): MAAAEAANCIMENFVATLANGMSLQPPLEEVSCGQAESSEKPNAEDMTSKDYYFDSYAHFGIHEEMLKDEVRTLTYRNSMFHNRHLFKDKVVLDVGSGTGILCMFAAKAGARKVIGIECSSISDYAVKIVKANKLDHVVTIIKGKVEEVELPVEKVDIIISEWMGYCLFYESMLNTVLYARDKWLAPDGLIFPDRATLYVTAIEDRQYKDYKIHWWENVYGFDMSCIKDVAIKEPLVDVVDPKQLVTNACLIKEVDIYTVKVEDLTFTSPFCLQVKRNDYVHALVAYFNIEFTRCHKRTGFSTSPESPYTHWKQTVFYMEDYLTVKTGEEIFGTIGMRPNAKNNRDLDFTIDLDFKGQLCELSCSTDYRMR
SIAE primary: human SIAE inhibitors, primary screen, biochemical, fluorescence polarization, FP-Rh probe, 1536-well HTS. 370,000 tested, 0.69% active. AID 1053197, 2014. Sialate O-acetylesterase (Homo sapiens), Q9HAT2. inhibition, % at 9.66 µM. SIAE FP-Rh probe binding;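 active = inhibition above a cutoff: mean of compounds within the control limits plus 3 SD of those, cut at about 17% in these data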;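 note: 0% = plate median of compound wells and 100% = probe without SIAE protein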
HTRA1 inh: HTRA1 serine protease inhibitors, primary screen, biochemical, fluorescence polarization, HTS. Q92743. recombinant HTRA1, FP-rhodamine activity-based probe. inhibition, % at 5.96 µM. 340,000 tested, 0.5% active. AID 504803, 2011; in the data active = inhibition above about 36%;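 note: 0% = enzyme with DMSO and 100% = wells lacking enzyme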
NPR1 activator: GC-A stimulated cGMP production enhancers – HEK293 GC-A cells, cGMP TR-FRET, EC30 ANP, primary screen; AID 1671463, 2021; 370,000 tested, 0.14% active; Atrial natriuretic peptide receptor 1 (Homo sapiens), P16066; 0% at EC30 ANP, 100% saturating ANP; activation, % at 10 µM; in the data active = activation above about 40%
mABHD4 FP: ABHD4 inhibitors, primary screen, biochemical, fluorescence polarization, mouse. inhibition, % at 8.92 µM. AID 720543, 2013. purified mABHD4, FP-Rh probe fluorescence polarization. (Lyso)-N-acylphosphatidylethanolamine lipase (Mus musculus), Q8VD66. 370,000 tested, 0.54% active;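 active = inhibition exceeding the mean over every tested compound plus 3 SD, cut at about 30% in these data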;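 note: 0% = plate median of compound wells and 100% = S159A mutant with DMSO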
Target sequence (Q8VD66 whole entry, looked up): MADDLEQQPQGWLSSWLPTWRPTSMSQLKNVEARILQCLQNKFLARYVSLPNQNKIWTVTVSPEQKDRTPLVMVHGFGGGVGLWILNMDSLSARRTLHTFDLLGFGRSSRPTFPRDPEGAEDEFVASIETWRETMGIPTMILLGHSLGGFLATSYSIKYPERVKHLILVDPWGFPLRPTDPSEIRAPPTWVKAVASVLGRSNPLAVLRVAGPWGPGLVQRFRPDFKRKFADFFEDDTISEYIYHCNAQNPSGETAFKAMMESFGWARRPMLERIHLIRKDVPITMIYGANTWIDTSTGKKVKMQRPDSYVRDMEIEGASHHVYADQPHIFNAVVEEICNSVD
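Assay system: wild-type mouse ABHD4 protein; compound: single nominal dose of 8.92 µM, 0.89% DMSO final; schedule: 45 min + 60 min at 25 °C; measured by: FP readout, ex 525 nm / em 598 nm; evaluation: % inhibition of FP-Rh probe binding versus controls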
Active calls of the source: *; . = not tested or not shown. Only part of the results is shown. The share of hits here may be higher or lower than overall.

Sample of the layout, 2 compounds:
SMILES	TCR CD3 inh	UHRF1 MBD2 ctr	MBD2 DNA inh	GC-B act	rCAG RNA binder	PRMT1 inh	SIAE primary	HTRA1 inh	NPR1 activator	mABHD4 FP
O=C(CSc1nnc(NC(=O)c2cccc(Br)c2)s1)NCC1CCCO1 (stereo unspecified)	2	4	0	1	-1	2	-2	3	-4	1
CCN(C(=O)c1coc(=O)c(Br)c1)c1ccc2c(c1)OCO2	2	5	-13	-3	-8	19	8	19	-4	26

The whole of this part, from the first entry:
SMILES	TCR CD3 inh	UHRF1 MBD2 ctr	MBD2 DNA inh	GC-B act	rCAG RNA binder	PRMT1 inh	SIAE primary	HTRA1 inh	NPR1 activator	mABHD4 FP
O=C(CSc1nnc(NC(=O)c2cccc(Br)c2)s1)NCC1CCCO1 (stereo unspecified)	2	4	0	1	-1	2	-2	3	-4	1
CCN(C(=O)c1coc(=O)c(Br)c1)c1ccc2c(c1)OCO2	2	5	-13	-3	-8	19	8	19	-4	26
O=C(CSc1nnc(-c2ccccc2F)o1)Nc1ccc(N2CCOCC2)cc1	6	1	-3	-7	3	-4	8	4	-1	1
CC(C)CC(=O)Nc1ccc([N+](=O)[O-])cc1Cl	4	0	-3	-6	0	-1	-5	-10	-3	5
Nn1c(SCC(=O)Nc2ccc3c(c2)OCCO3)nnc(CCC(=O)O)c1=O	-1	2	5	-2	6	2	3	2	2	11
Cc1ccc(S(=O)(=O)/N=C(/c2ccc(F)cc2)N(C)C)cc1	4	1	1	-1	-1	0	-2	2	2	0
O=C(N/N=C1\CCCc2ccccc21)c1ccccc1[N+](=O)[O-]	1	0	-2	1	-1	2	-1	-2	2	4
CCOc1ccc(CN(C)CC(=O)NCc2ccccc2)cc1	-1	0	3	7	-6	4	3	2	-1	4
O=C(CSc1nnc2ccc(-c3ccc(Br)cc3)nn12)NCC1CCCO1 (stereo unspecified)	-14	-3	0	6	0	6	-2	-5	-1	-1
COc1cc(C(=O)N(CCc2ccccc2)C2=CC3CCC(C2)N3C)cc(OC)c1OC (stereo unspecified)	-1	-2	0	-1	-9	-1	-2	11	-6	0
CC(=O)Nc1ccc(-c2csc(Nc3ccccn3)n2)cc1	-4	-1	1	-2	6	-1	-2	7	11	9
CCN1CCN(C(=O)CN(c2cccc(Br)c2)S(=O)(=O)c2ccccc2)CC1	9	-4	-1	-6	-1	-3	9	-3	-3	3
CCN(C(=O)COC(=O)Cc1c(F)cccc1Cl)c1c(N)n(Cc2ccccc2)c(=O)[nH]c1=O	4	0	-1	0	1	1	4	4	1	1
Cn1nnnc1Sc1ncnc2scc(-c3ccccc3)c12	5	1	-1	6	11	-1	-2	-14	5	-10
Cn1cccc1C(=O)NC(=O)COC(=O)CCNS(=O)(=O)c1cccc(C(F)(F)F)c1	-3	1	0	0	3	-1	3	5	-1	2
O=C(c1ccc(F)cc1F)N1CCN(c2n[nH]c(=O)[nH]c2=O)CC1	2	-2	-8	-1	6	0	1	6	2	3
O=C(COc1ccc(F)cc1)OCCN1CCOCC1	7	-1	1	-10	1	-2	7	-6	-3	-4
OCC[C@@H]1C[C@H](O)[C@@H](O)[C@@]2(Cc3ccccc3CO2)O1	4	1	4	3	2	-2	8	-3	-2	0
Cn1cc(CN2CCCC(CO)(Cc3ccccc3)C2)cn1 (stereo unspecified)	-3	1	3	1	-2	-2	2	-1	-2	-5
CNC(=O)C(NC(=O)c1ccccc1)=C(C)C	4	-1	1	2	1	2	-6	1	5	0
CC(C)CCNC(=O)C(c1ccncc1)N(Cc1cccs1)C(=O)Cn1nnc(-c2ccc(F)cc2)n1 (stereo unspecified)	-6	-7	0	0	8	-2	-2	-1	-2	6
CCN1C(=O)/C(=C2/Sc3ccc(OC)cc3N2C)SC1=Nc1ccc(OC)cc1	0	-1	5	-9	6	2	-3	-6	3	-7
CCc1nnc(NC(=O)CSc2ccc(-c3ccccc3OC)nn2)s1	0	-4	-6	4	-4	-3	0	-8	6	-1
CC(=O)N(Cc1nc2sc(C)c(C)c2c(=O)[nH]1)C1CCCC1	-5	1	2	-1	-4	-7	11	1	1	5
O=C(N/N=C/c1ccco1)c1ccc(NC(=O)c2ccc(Cl)cc2)cc1	-3	0	9	7	1	0	-3	-5	-1	4
C=CCOC(=O)C1=C[C@H](c2coc3ccccc3c2=O)C[C@H](OCCCCO)O1	0	-1	-3	4	2	-3	1	-2	-1	7
CC(C)n1nnnc1C1c2ccccc2C(=O)N1C1CC1 (stereo unspecified)	-4	2	-2	1	1	1	3	.	-1	2
Cc1nnc(SCC(=O)Nc2cc(S(C)(=O)=O)ccc2Cl)n1Cc1ccccc1	3	-2	-7	0	2	2	-4	-20	3	3
CCCCC1(C(=O)OCC)CC(CSC(=N)N)OC1=O (stereo unspecified)	10	0	-1	-2	-3	-2	-3	2	3	-3
COc1ccc2c(c1)C(=O)C(=O)N2	4	-9	-14	-8	5	1	3	0	-10	6
O=C(Nc1ccc(Oc2ccccc2)nc1)C1CCCCN1Cc1ccco1 (stereo unspecified)	0	0	-4	0	-3	1	9	2	1	1
O=C(CSc1nc(-c2ccccc2)c(-c2ccccc2)[nH]1)N1CCN(S(=O)(=O)c2ccccc2)CC1	3	-3	2	-21	5	-2	2	-21	-29	6
Cc1ccc(CCNC(=O)CN2C(=O)COc3ccc(S(=O)(=O)N4CCCCC4)cc32)cc1	-1	5	5	-7	-2	2	-4	-1	3	4
CCn1cc(C(=O)OCC(=O)c2ccc(Cl)cc2)c(=O)c2ccc(C)nc21	-4	12	8	6	-3	1	-5	4	5	8
CCC(C)NS(=O)(=O)c1ccc(S(=O)(=O)N(CCc2ccc(OC)c(OC)c2)Cc2cccs2)cc1 (stereo unspecified)	-1	2	-4	-2	14	3	-34	-36	2	-37
O=C1c2ccccc2N(Cc2ccc(Cl)cc2)C2=NCCN12	-6	0	-3	3	4	0	11	-1	5	-7
O=C(O)c1ccccc1C(=O)O	6	-1	-6	-7	1	-2	3	5	3	2
CCOc1ccccc1N1CCN(CC(=O)N(CC(C)C)c2c(N)n(CC(C)C)c(=O)[nH]c2=O)CC1	-6	0	-6	3	-7	-2	-1	2	1	0
COc1cccc(/C=N/NC(=O)C(=O)NCc2cccnc2)c1O	1	-4	1	-1	-2	-3	2	-4	-2	-18
CCC(=O)Nc1cc(C(F)(F)F)ccc1N1CCCC1	-4	3	-2	-1	0	-2	-2	6	-4	3
CN1CCN(NC(=O)c2ccc(Cl)c(S(=O)(=O)Nc3ccc(Cl)cc3)c2)CC1	-6	0	-3	6	0	-2	16	5	-1	1
COc1ccc(CN2C(=O)CCC(C(=O)O)C2c2ccccc2)cc1 (stereo unspecified)	-2	1	0	0	-4	2	14	0	0	2
O=C(CN1C(=O)C(=O)N(Cc2ccco2)C1=O)Nc1ccccc1	-7	0	0	-2	9	3	2	1	-1	-1
COc1cc(/C=C2\SC(N)=NC2=O)ccc1OCC(=O)Nc1ccc(C)cc1	7	-1	-2	-3	13	-6	-22	-24	1	-30
CN(CC(=O)Nc1ccccc1[N+](=O)[O-])Cc1ccc(Br)cc1	1	-3	-5	0	-2	1	3	-10	-3	-3
O=C(c1coc(=O)c2ccccc12)N1CCN(Cc2ccccc2)CC1	-7	0	3	2	-5	1	-1	0	4	-2
CSCC[C@H](NC(=O)NCc1ccccc1F)C(=O)O	3	2	4	3	0	1	6	7	-2	4
Cc1cccc(NC(=O)CN2C(=O)CNC2=O)c1	1	-4	0	3	-1	-1	1	-1	0	3
O=C(NC1CCCCC1)c1nc(C2CCNCC2)oc1-c1ccccc1	0	-3	1	-2	9	1	4	.	1	-2
Cc1c(C(=O)/C=C/N(C)C)nnn1-c1ccc(Cl)cc1C#N	-9	1	-8	6	18	-4	0	-5	3	-9

New compounds follow.
SMILES	TCR CD3 inh	UHRF1 MBD2 ctr	MBD2 DNA inh	GC-B act	rCAG RNA binder	PRMT1 inh	SIAE primary	HTRA1 inh	NPR1 activator	mABHD4 FP
CC(=O)Nc1cc2nc(C)n(Cc3ccccc3)c2nc1C	2	-1	1	14	1	-1	-3	-3	7	1
C=CCn1c(=O)c2ccccc2n2c(SCc3cc(=O)n4ccsc4n3)nnc12	4	12	-6	4	-2	-1	4	4	-5	4
O=C(CN1C(=O)NC2(CCCCCCC2)C1=O)NCc1ccccc1	2	12	-2	-1	2	-4	4	4	0	-1
C/C=C/c1cccc(-c2nc(C(=O)NC3CCC3)cc3c2[C@@H](CCO)N(S(=O)C(C)(C)C)C3)c1 (stereo partly specified)	-10	-1	-2	0	12	4	-1	.	0	5
Cc1ccccc1NC(=O)Cn1nnc(-c2ccc(N3CCOCC3)cc2)n1	1	0	-2	3	-1	-1	-6	1	1	-1
COc1ccccc1CC(NC(C)=O)C(=O)NC1CCN(S(=O)(=O)c2ccc(NC(C)=O)cc2)CC1 (stereo unspecified)	-5	2	8	4	-3	5	-4	5	-3	9
CCc1ccc(/C(C)=N/NC(=O)c2ccc(-n3cnnn3)cc2)cc1	4	2	8	0	6	5	0	2	1	-6
O=C(O)Cn1nc(-c2ccccc2)oc1=O	6	3	0	-3	0	0	3	-1	4	-1
CC1CCCN(CCC(=O)Nc2ccc(Br)cc2)C1 (stereo unspecified)	15	-2	0	-1	-4	-1	2	-3	-2	-2
CC(C)(C)OC(=O)N1CCN(C(=O)c2[nH]cnc2C(=O)Nc2ccon2)CC1	7	-2	0	-2	-1	-3	2	2	1	5
Cc1ccc2nc(NC(=O)COC(=O)c3cccnc3)sc2c1	-7	0	-10	3	6	-2	-15	-4	7	-10
CCN1CCN(S(=O)(=O)c2ccc(S(=O)(=O)NCC3CCCO3)cc2)CC1 (stereo unspecified)	7	-4	-5	3	-4	-4	-3	1	-1	-1
CCCC#Cc1cnc2c(c1)C(=O)N([C@H](C)CO)C[C@@H](C)[C@@H](CN(C)C(=O)Nc1cccc(F)c1)O2	-7	15	2	0	3	0	-1	-8	4	-4
CC(=O)c1c(C)oc2ccc(N(C(C)=O)S(=O)(=O)c3ccc(Br)cc3)cc12	10	3	3	0	6	0	-9	-15	-2	-7
COc1ccc(C(CNC(=O)c2cccc(S(=O)(=O)N(C)c3ccccc3)c2)N2CCCC2)cc1 (stereo unspecified)	4	1	-3	-7	5	-6	0	-8	-8	4
Cc1cccc(NC(=O)CC2C(=O)NCCN2C(=S)Nc2ccccc2)c1 (stereo unspecified)	-1	-1	0	-1	1	2	1	-1	3	0
CS(=O)(=O)N(CC(=O)NCCSCc1cccc(Cl)c1)c1ccccc1F	0	6	7	-4	-1	6	-5	-4	1	-11
Cc1ccc(CNC(=O)c2ccc(CS(=O)(=O)c3ccccc3C)o2)cc1	3	-3	33*	0	1	-1	-4	-6	-1	3
CCN(C(=O)Cn1c(=O)oc2ccccc21)c1c(N)n(Cc2ccccc2)c(=O)[nH]c1=O	6	5	2	-5	2	2	5	2	-2	2
CCc1ccc(OCCSc2nc3ccccc3n2CCC(=O)O)cc1	-8	2	3	-2	16	5	8	2	1	0
COC(CNC(=O)[C@H](Cc1c[nH]c2ccccc12)NC1(C(=O)NC(c2ccccc2)c2ccccc2)CCCCC1)OC	.	0	-2	-17	.	-3	14	.	-17	6

Assay outcomes from PubChem BioAssay.
